Source: PubChem BioAssay
APOBEC3G inh: APOBEC3G DNA deaminase inhibitors, primary screen, biochemical, fluorescence, single-stranded DNA substrate, uHTS. recombinant A3G, ssDNA deamination FAM/TAMRA fluorescence. 330,000 compounds, 0.28% hits. inhibition, % at 20 µM. DNA dC->dU-editing enzyme APOBEC-3G (Homo sapiens), Q9HC16;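 active = inhibition of at least 40% at 20 µM, with no more than 30% in the related APOBEC3A deaminase screen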;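 also: plate controls were DMSO wells with A3G for no effect and wells lacking A3G enzyme for full effect; some compounds called inactive have numbers as strong as hits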
APOBEC3A inh: APOBEC3A ssDNA deaminase inhibitors, primary screen, selectivity assay for APOBEC3G inhibitor project, biochemical, FAM/TAMRA oligo cleavage fluorescence; recombinant A3A, FAM/TAMRA ssDNA deamination fluorescence; inhibition, % at 20 µM; 330,000 compounds, 0.41% hits;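 active = at least 40% inhibition at 20 µM here, with at most 30% in a related deaminase screen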;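 also: plate controls were A3A with DMSO for no effect and wells lacking A3A enzyme for full effect; some results filed as inactive read as strong as hits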
Target sequence (P31941 whole entry, looked up): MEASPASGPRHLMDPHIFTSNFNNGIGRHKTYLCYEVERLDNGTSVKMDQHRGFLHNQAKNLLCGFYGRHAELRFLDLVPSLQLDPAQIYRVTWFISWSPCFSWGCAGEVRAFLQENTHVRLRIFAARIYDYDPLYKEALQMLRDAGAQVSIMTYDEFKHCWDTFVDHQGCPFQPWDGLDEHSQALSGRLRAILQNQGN
MIN6 prolif: inducers of MIN6 beta-cell proliferation, primary screen, ATP luminescence, uHTS; MIN6 cells proliferation, ATPlite luminescence, 48 h; cells starved in 0.2% serum; 100% = growth in 10% serum; proliferation, % at 10 µM; 330,000 compounds, 0.29% hits; AID 2380, 2010;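 active = compounds whose signal lies at least 3.5 SD above the mean of all wells on their plate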;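 also: 0% = DMSO-treated cells in low-serum medium and 100% = 10% serum control; some compounds called inactive have numbers as strong as hits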
mIAP inh: inhibitors of mouse IAP, primary screen, biochemical, luminescence, uHTS; intestinal alkaline phosphatase [Mus musculus]; purified mouse IAP, CDP-Star luminescence, 30 min; inhibition, % at 10 µM; 330,000 compounds, 0.2% hits;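 active = inhibition of at least 40% at 10 µM in the primary screen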;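 also: plate controls were DMSO with enzyme for no effect and no enzyme wells for full effect; values of inactives mirror those of a sister screen read the other way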
NR3A LBD binder: binders of NR3A ligand-binding domain, primary screen, biophysical, differential scanning fluorimetry, uHTS; Glutamate receptor ionotropic, NMDA 3A (GRIN3A) ligand-binding domain; NR3A LBD differential scanning fluorimetry, Tm shift; 0% = protein alone, 100% = glycine-bound protein; Tm shift relative to glycine control, % at 25 µM; 340,000 compounds, 2.5% hits; AID 1259313, 2017;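 active = melting temperature shift of at least 10% of the positive control shift, at one fixed dose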
hIAP act: human IAP activators, primary screen, biochemical, luminescence, uHTS; Intestinal-type alkaline phosphatase (Homo sapiens), P09923; purified human IAP, CDP-Star luminescence, 30 min; active compounds read high; 1 = vehicle-only enzyme, 0 = enzyme-free background; activation factor at 10 µM; 330,000 compounds, 0.16% hits; AID 2524, 2010;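 active = activation factor of the enzyme at least 2-fold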; also: the source names both 10 and 20 µM as test concentration; values of inactives mirror those of a sister screen read the other way
Target sequence (P09923 whole entry, looked up): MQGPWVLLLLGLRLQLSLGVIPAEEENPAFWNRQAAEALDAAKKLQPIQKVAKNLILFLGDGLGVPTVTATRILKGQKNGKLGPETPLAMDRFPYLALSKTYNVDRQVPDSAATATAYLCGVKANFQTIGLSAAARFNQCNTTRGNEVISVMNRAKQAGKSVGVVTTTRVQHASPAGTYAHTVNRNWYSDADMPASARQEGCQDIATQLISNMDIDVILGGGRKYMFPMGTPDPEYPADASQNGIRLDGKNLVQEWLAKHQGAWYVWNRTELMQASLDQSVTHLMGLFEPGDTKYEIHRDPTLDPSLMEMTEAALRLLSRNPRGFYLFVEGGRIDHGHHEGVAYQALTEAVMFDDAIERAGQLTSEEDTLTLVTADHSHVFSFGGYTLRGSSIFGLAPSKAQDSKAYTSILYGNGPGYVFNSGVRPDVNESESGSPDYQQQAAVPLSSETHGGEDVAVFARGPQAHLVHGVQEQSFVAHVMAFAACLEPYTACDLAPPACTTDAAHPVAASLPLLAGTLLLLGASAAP
MPTP inh: mitochondrial permeability transition pore inhibitors, primary screen, biochemical, isolated mouse mitochondria, absorbance | Ca2+ swelling absorbance, 30 min | inhibition, % at 10 µM | 360,000 compounds, 1.4% hits;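 active = inhibition of 50% or more, scaled per plate between neutral and stimulator controls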;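 also: 0% = DMSO wells given calcium and 100% = 1 mM EGTA wells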
hIAP block: human IAP inhibitors, primary screen, biochemical, luminescence, uHTS | Intestinal-type alkaline phosphatase (Homo sapiens), P09923 | AID 2544, 2010 | inhibition, % at 10 µM | 330,000 compounds, 0.12% hits | purified IAP, CDP-Star luminescence, 30 min;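 active = inhibition reaching a set limit with compound at 10 µM in the primary screen, cut at about 35% in these data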;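 also: plate controls were DMSO wells with enzyme for no effect and no-enzyme buffer wells for full effect; values of inactives mirror those of a sister screen read the other way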
mIAP activ: activators of mouse IAP, primary screen, biochemical, luminescence, uHTS; muIAP, CDP-Star luminescence, 30 min; active compounds read high; 1 = vehicle-only enzyme signal, 0 = enzyme-free wells; intestinal alkaline phosphatase [Mus musculus]; 330,000 compounds, 0.24% hits; activation factor at 10 µM; AID 2805, 2010;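 active = activation factor of at least 2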; also: the source names both 10 and 20 µM as test concentration; values of inactives mirror those of a sister screen read the other way
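System: mouse IAP enzyme. Reagent: CDP-Star chemiluminescent phosphatase substrate. Benchmarks: DMSO wells, no-enzyme wells. Times: 30 min enzyme-substrate-compound incubation at room temperature. Detection: luminescence from enzymatic CDP-Star hydrolysis. Doses: test compounds delivered from DMSO solution.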
Active calls of the source: *.

Value order: hIAP block	mIAP activ	APOBEC3A inh	MPTP inh	hIAP act	MIN6 prolif	APOBEC3G inh	NR3A LBD binder	mIAP inh
1	COCCC(=O)N1CCC(Oc2ccc(C(=O)N3C[C@@H](C)O[C@@H](C)C3)cc2)CC1
    -4	0.98	-3	-0.8	1	-4	-4	-2	2
2	CCSc1nnc(NC(=O)CSc2nnc(CNC(=O)c3ccc(OC)c(OC)c3)o2)s1
    -6	0.9	4	-1.7	1.1	-5	3	0	10
3	COC(=O)c1cccc(Nc2ncnc3ccc(C)cc23)c1
    -4	0.93	-4	0.4	1	-1	-11	0	7
4	Cc1nc2ccccc2c2oc(C(=O)NCCN3CCCCC3C)cc12 (stereo unspecified)
    3	1.1	3	-1.9	0.97	0	-3	2	-7
5	Cc1nc2ncnn2c(Nc2ccc3c(c2)OCO3)c1Cc1ccccc1
    -6	1	0	-1.3	1.1	-4	-4	-2	0
6	Cc1ccc2ccc(S(=O)(=O)NCc3ccccn3)cc2c1
    -4	0.91	-2	0.1	1	0	-8	2	9
7	CCOC(=O)c1c(N)c(C#N)cn1-c1ccccc1
    0	1	-9	-1.1	1	-1	-11	1	-4
8	Cc1cc(OC(C)C(=O)NCc2cccnc2)c2c(C)c(Cc3ccccc3)c(=O)oc2c1 (stereo unspecified)
    23	1.1	7	-1.7	0.77	3	-7	0	-7
9	Cn1cc(S(=O)(=O)NC2CCCC2)c(=O)n(C)c1=O
    1	1	-2	-0.4	0.99	2	-8	1	-1
10	COCCn1c(-c2ccc(Br)cc2)nc2oc3cc(OC)ccc3c(=O)c2c1=O
    2	0.93	3	3.4	0.98	1	-5	2	8
11	CCOc1ccc(N2CC(C(=O)N3CCN(C(=O)c4ccco4)CC3)CC2=O)cc1 (stereo unspecified)
    2	1.1	5	0.4	0.98	-2	-7	0	-12
12	COC(=O)CC1SC(=O)NC1=Nc1cccc(C)c1 (stereo unspecified)
    -14	1.1	6	-0.3	1.1	-2	-6	1	-8
13	CCOc1cc2[nH]c(=S)n(CCCN3CCCC3=O)c(=O)c2cc1OCC
    -6	1	-1	-1.8	1.1	-2	-4	-1	0
14	CCOc1ccc(NC(=O)c2nc(SCC)ncc2Cl)cc1
    11	0.91	-2	0.9	0.89	-2	-6	5	9
15	O=C(O)C(Cc1ccc(O)cc1)N1C(=O)c2ccccc2C1=O (stereo unspecified)
    8	0.97	-1	-2.0	0.92	-2	-7	-2	2
16	O=C(O)CC(c1cccc([N+](=O)[O-])c1)N1Cc2ccccc2C1=O (stereo unspecified)
    5	1.1	0	-0.3	0.95	5	0	1	-12
17	COc1ccc2oc(=O)c(/C(C)=N/Nc3ccccc3)cc2c1
    -18	1	3	0.5	1.2	5	-6	1	-5
18	CCOc1ccccc1NC(=O)NCCC1=CCCCC1
    2	0.97	-4	1.6	0.98	1	-5	-1	3
19	COc1ccc(Br)cc1/C=C/C(=O)Nc1c(C)cccc1C
    22	0.89	-2	-1.3	0.79	-5	-7	1	11
20	COc1cc(/C=C/C(=O)O)cc(S(=O)(=O)Nc2ccccc2C(=O)NCCc2ccccc2)c1OC
    -6	1.1	4	-1.5	1.1	-1	7	2	-5
21	CC(C)(C)n1nnnc1C(c1ccc(C(F)(F)F)cc1)N(Cc1ccc(F)cc1)Cc1ccco1 (stereo unspecified)
    7	1	1	6.3	0.93	-6	-3	-1	-2
22	CC1CCCCC1NC(=O)CCCCCn1c(=S)[nH]c2ccccc2c1=O (stereo unspecified)
    1	0.92	1	9.7	0.99	3	-14	0	8
23	COC(=O)CN1C(=O)CC(C)(C)Sc2ccccc21
    12	1	1	-2.1	0.88	-2	-3	-1	-4
24	O=C1c2cccc3cccc(c23)C(=O)C1(O)O
    9	0.98	0	4.3	0.91	-1	8	5	2
25	COc1ccc(Nc2cc3n(c(=O)n2)CCc2cc(OC)c(OC)cc2-3)cc1
    1	1	-5	1.2	0.99	6	-11	0	0
26	COc1ccc(Cc2n[nH]c(=S)n2-c2ccc3c(c2)OCCO3)cc1
    -6	1.2	-4	-1.0	1.1	0	33	0	-17
27	O=C(O)CC(c1ccccc1)N1C(=O)c2ccccc2C1=O (stereo unspecified)
    -15	1.1	-3	2.5	1.1	-2	-3	0	-13
28	Nc1ccc(-c2cnc(-c3ccc(N)cc3)nc2)cc1
    -30	1	3	0.9	1.3	-5	1	-27	0
29	O=[N+]([O-])c1ccc(Oc2ccc(C(F)(F)F)cn2)cc1
    15	0.99	-1	-0.1	0.85	2	-3	0	1
30	Cc1ccc(NC(=O)C(=O)NCCc2c[nH]c3ccccc23)cc1C
    4	0.97	-5	2.9	0.96	0	-3	-1	3
31	O=C(CN1C(=O)NC2(CCOc3ccccc32)C1=O)c1ccc[nH]1 (stereo unspecified)
    -16	1	4	1.4	1.2	1	6	3	-1
32	COc1ccc(OCc2nnc(SCC(N)=O)n2N)cc1
    -20	0.97	1	-1.7	1.2	2	0	0	2
33	COc1cc(NC(=S)N2CCN(c3ccccn3)CC2)c(OC)cc1Cl
    2	0.96	-2	1.5	0.98	0	1	0	4
34	O=C(COC(=O)c1ccc(O)cc1)Nc1ccc(OC(F)F)cc1
    -6	0.92	2	-0.1	1.1	-3	0	0	8
35	C/C(=C\C(=O)OCC(=O)NCc1ccccc1)C(=O)OCC(=O)NCc1ccccc1
    -11	1.2	-1	0.5	1.1	0	0	5	-15
36	CC(C(=O)NCCc1ccc(F)cc1)N1CCN(Cc2ccccc2)CC1 (stereo unspecified)
    3	0.91	1	1.7	0.97	-2	-7	0	9
37	Cc1ccc(-c2nc(NC(=O)CSc3nnnn3-c3ccccc3)ns2)cc1
    -11	0.98	-4	1.0	1.1	2	-5	-33	2
38	O=S(=O)(Oc1ccccc1/C=N/n1cnnc1)c1ccccc1
    -8	1	-2	0.1	1.1	-5	-5	-1	-2
39	Cc1ccc2ncnc(NCCC(=O)O)c2c1
    6	1.1	4	0.3	0.94	-4	6	0	-8
40	COC(=O)c1cc2c(ccn2-c2ccc(F)cc2)n1Cc1ccc(OC)cc1
    5	0.93	-2	43	0.95	0	-15	8	7
41	COc1ccc(N(CC(=O)NCCSc2ccccc2)S(=O)(=O)c2ccccc2)cc1OC
    2	1.1	-2	-0.1	0.98	1	-7	0	-6
42	CCc1ccc(NC(=O)/C(C#N)=C/c2ccncc2)cc1
    8	0.94	-2	0.2	0.92	0	-3	1	6
43	Cc1nc2oc3c(NCc4ccccc4)ncnc3c2c2c1COC(C)(C)C2
    18	0.9	0	0.9	0.82	6	-2	0	10
44	CSc1ccc(/C=C/C(=O)NC(=O)c2ccccc2O)cc1
    17	0.82	2	42	0.83	-5	-12	2	18
45	Cc1ccc2c(c1)C(c1ccc(F)cc1)N(C(=O)c1cc3ccccc3oc1=O)CC(=O)N2 (stereo unspecified)
    8	0.89	-5	-0.8	0.92	0	-8	2	11
46	CCOC(=O)Cc1nnc(Nc2cccc(O)c2)c2ccccc12
    -13	1	-2	-1.9	1.1	-1	-1	0	-5
47	Cc1ccc2oc(C(=O)NC3CCS(=O)(=O)C3)cc(=O)c2c1 (stereo unspecified)
    0	1	-2	0.1	1	-1	-2	7	0
48	Cn1c(SCC(=O)N2CCOCC2)nc2cccnc21
    -15	0.98	-1	0.0	1.1	-2	1	1	2
49	CCOC(=O)C1CCN(C(=O)c2cccs2)CC1
    -8	0.97	-2	0.4	1.1	-3	-2	0	3
50	O=C(c1ccco1)N1N=C(c2ccc(Cl)cc2)CC1(O)C(F)(F)F (stereo unspecified)
    -20	1.1	-3	0.6	1.2	0	-4	-2	-7
51	O=C(c1cc(COc2ccc(F)cc2Cl)on1)N1CCSCC1
    2	0.92	0	-0.2	0.97	-2	-8	1	8
52	CC(=O)NC(CC(=O)OCC(=O)N1CCN(S(=O)(=O)c2ccc(Cl)cc2)CC1)c1ccccc1 (stereo unspecified)
    -9	1	-1	-2.3	1.1	1	-7	2	-1
53	CCN(CC(=O)NCc1ccncc1)S(=O)(=O)c1ccc(OC)cc1
    7	0.96	-3	3.3	0.93	-1	-9	-1	4
54	CCOc1ccccc1CNC(=O)CCNS(=O)(=O)c1ccc2[nH]c(=O)oc2c1
    18	0.39	0	-1.7	0.82	4	-5	0	61*
55	Cc1c(Cl)cccc1N1C(=O)CC(N(O)c2ccccc2)C1=O (stereo unspecified)
    -5	1.1	-6	1.0	1	-1	-5	-2	-15
56	COc1ccc(/C=C/c2nnc(NC(=O)C(C)C)s2)cc1
    0	1	4	2.7	1	1	-1	6	-4
57	COc1ccc(C(=O)Nc2cccc(N(C)S(C)(=O)=O)c2)cc1OC
    -6	1.1	-5	0.3	1.1	-1	-2	-1	-14
58	Cc1cc(C)n(-c2nc3ccccc3c(=O)n2OCC(=O)Nc2c(C)cccc2C)n1
    10	0.91	-3	1.3	0.9	-3	-4	-1	9
59	CCCCCCCCCC(=O)Nn1cnc2ccccc2c1=O
    21	0.84	-2	8.6	0.79	-2	-8	-4	16
